NRP1-CendR mod = modulators of CendR peptide binding to NRP-1, primary screen, biochemical, fluorescence polarization, uHTS; Neuropilin-1 (Homo sapiens), O14786; FAM-RPARPAR peptide binding to NRP-1; inhibition, % at 25 µM; actives 0.85% (n = 360,000); AID 602438, 2012;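 active means inhibition or corrected inhibition above about 18%, plus a signal ratio from 0.5 to 1.5, limit read from the data, passing the limit was not always enough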; further: strong numbers were not always called active
Neddyl block = inhibitors of cullin neddylation, primary screen, biochemical, TR-FRET, uHTS, NAE and Ubc12. NEDD8-conjugating enzyme Ubc12 (Homo sapiens) + NEDD8-activating enzyme E1 regulatory …. calls only at 25 µM. actives 0.58% (n = 360,000). AID 651699, 2012; in the data active means inhibition above about 36%
STEP inh = STEP phosphatase inhibitors, primary screen, biochemical, fluorescence intensity, uHTS | recombinant STEP, OMFP fluorogenic substrate | inhibition, % at 20 µM | actives 0.25% (n = 360,000);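 active means inhibition at 20 µM, scaled per plate between control wells, above about 37%, limit read from the data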;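 further: 0% = DMSO with enzyme and substrate and 100% = substrate only without enzyme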
Target sequence (P54829 whole entry, looked up): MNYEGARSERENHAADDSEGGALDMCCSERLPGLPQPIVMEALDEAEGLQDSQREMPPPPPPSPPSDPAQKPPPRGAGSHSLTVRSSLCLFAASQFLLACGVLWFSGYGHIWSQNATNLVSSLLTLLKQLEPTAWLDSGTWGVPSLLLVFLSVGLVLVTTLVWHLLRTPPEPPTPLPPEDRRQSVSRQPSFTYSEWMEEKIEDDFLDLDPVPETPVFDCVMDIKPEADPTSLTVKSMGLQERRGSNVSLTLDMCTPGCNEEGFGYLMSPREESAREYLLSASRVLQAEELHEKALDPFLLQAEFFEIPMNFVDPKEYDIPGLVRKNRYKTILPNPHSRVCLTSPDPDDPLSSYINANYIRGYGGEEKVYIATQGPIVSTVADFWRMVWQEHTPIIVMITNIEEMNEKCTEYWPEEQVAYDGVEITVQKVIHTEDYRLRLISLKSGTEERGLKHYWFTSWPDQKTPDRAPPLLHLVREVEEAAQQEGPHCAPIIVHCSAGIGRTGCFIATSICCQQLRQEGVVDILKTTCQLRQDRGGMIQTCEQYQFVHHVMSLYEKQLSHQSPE
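Also added – OMFP at 25 µM · Test system – STEP tyrosine phosphatase · Technique – FITC-channel fluorescence of OMFP product · Schedule – 20 min at room temperature, dark · Evaluation – control-normalized % inhibition with plate pattern correction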
Scp1 inh = Scp-1 phosphatase inhibitors, primary screen, biochemical, colorimetric, uHTS; AID 493091, 2011; inhibition, % at 20 µM; actives 0.88% (n = 340,000); Carboxy-terminal domain RNA polymerase II polypeptide A small phosphatase 1 (Homo …; Recombinant Scp1, phosphopeptide, malachite green phosphate absorbance;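 active means inhibition above about 50% at 20 µM, limit read from the data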;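 further: plate controls were DMSO wells with enzyme for no effect and wells lacking enzyme for full effect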
Target sequence (Q9GZU7 76-261 limits assumed): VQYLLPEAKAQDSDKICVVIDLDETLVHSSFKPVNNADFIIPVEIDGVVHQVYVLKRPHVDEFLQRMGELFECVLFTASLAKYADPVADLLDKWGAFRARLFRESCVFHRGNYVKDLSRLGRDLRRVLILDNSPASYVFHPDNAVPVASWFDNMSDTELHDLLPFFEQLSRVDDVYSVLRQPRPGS
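Assay system: SCP-1 catalytic fragment, aa 76-261 | Buffer or medium: Tris acetate buffer pH 5.5 with MgCl2 and Tween-20 | Compound: One concentration, 20 µM, with 1.0% DMSO | Also added: Phospho 17-mer peptide substrate | Signal: Absorbance at 630 nm | Incubation: 45 min enzyme reaction at room temperature | Measure: % inhibition of SCP-1 phosphate liberation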
SKN-1 block = suppressors of acrylamide-induced Pgst-4::GFP reporter in worms, primary screen, SKN-1 inhibitor project, whole organism, uHTS, GFP/RFP fluorescence ratio, strain VP596; inhibition, % at 21.8 µM; AID 624304, 2012; actives 0.49% (n = 360,000); C. elegans VP596 Pgst-4::GFP/RFP ratio, 24 h;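 active means interference check ratio from 0.5 to 1.5 plus GFP to RFP signal ratio inhibition reaching or exceeding a fixed threshold, cut at about 30% in these data, passing the limit was not always enough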; further: some compounds called inactive have numbers as strong as hits
NadD block = inhibitors of S. aureus NadD, primary screen, biochemical, colorimetric, uHTS. Nicotinate-nucleotide adenylyltransferase NadD (Staphylococcus aureus N315). purified NadD enzyme, colorimetric absorbance read-out. inhibition, % at 20 µM. actives 0.78% (n = 360,000); in the data active means inhibition above about 26%; further: some compounds past the cut are filed as inactive
SUMO1 PPI mod = modulators of SUMO1 protein-protein interactions, primary screen, biochemical, uHTS | Small ubiquitin-related modifier 1 (Homo sapiens), P63165 | SUMO1 binding to a labelled peptide, TR-FRET, 1 h | inhibition, % at 20 µM | actives 0.33% (n = 360,000) | AID 602429, 2012; in the data active means inhibition above about 37%
Target sequence (P63165 whole entry, looked up): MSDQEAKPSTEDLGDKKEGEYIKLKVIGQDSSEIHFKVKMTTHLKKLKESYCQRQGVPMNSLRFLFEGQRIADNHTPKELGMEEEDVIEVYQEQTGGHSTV
LMPTP inh = LMPTP phosphatase inhibitors, primary screen, biochemical, fluorescence intensity, uHTS; AID 651560, 2012; recombinant LMPTP-A, OMFP fluorogenic substrate; actives 0.22% (n = 360,000); inhibition, % at 20 µM; Low molecular weight phosphotyrosine protein phosphatase (Homo sapiens), P24666;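 active means compounds that cut the enzyme signal by at least half of the control window in the single-dose screen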;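 further: plate controls were DMSO wells with enzyme plus substrate for no effect and substrate without enzyme for full effect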
Target sequence (P24666 whole entry, looked up): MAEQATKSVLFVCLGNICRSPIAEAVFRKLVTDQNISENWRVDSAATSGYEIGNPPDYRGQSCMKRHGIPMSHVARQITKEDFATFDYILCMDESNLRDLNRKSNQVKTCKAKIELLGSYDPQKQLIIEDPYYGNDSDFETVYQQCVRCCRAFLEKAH
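test system = LMPTP-A | amount = 0.625 nM LMPTP-A final | reagent = fluorogenic phosphatase substrate OMFP at 400 µM final | incubation = 50 min at room temperature | benchmarks = no-enzyme low control, uninhibited high control | medium = Bis-Tris pH 6.0, DTT, detergent | signal = fluorescence intensity of OMFP turnover product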
DNMT1 block = human DNMT1 methyltransferase inhibitors, primary screen, biochemical, molecular beacon, fluorescence, HinP1I cleavage, uHTS | inhibition (reported as % activation of signal), % at 10 µM | actives 0.83% (n = 360,000); in the data active means inhibition above about 50%
Tb MetRS inh = T. brucei MetRS inhibitors, primary screen, biochemical, luminescence | purified T. brucei MetRS, ATP depletion, Kinase-Glo luminescence | inhibition, % at 11.9 µM | actives 0.4% (n = 360,000);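 active means inhibition above a per-plate cutoff of the control wells' mean inhibition plus 3 SD, cut at about 5.5% in these data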;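 further: 0% = DMSO wells median and 100% = median of wells with control inhibitor compound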
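Dosing: 11.9 µM compound single dose, 0.9% DMSO; Assay system: purified T. brucei MetRS enzyme; Measured by: Kinase-Glo luciferase luminescence reporting remaining unconsumed ATP; Schedule: 15 min plus 2 h at 25 °C.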
* marks the source's active call; other numbers are inactive results; i = inactive; / = no result given.

SMILES	NRP1-CendR mod	Neddyl block	STEP inh	Scp1 inh	SKN-1 block	NadD block	SUMO1 PPI mod	LMPTP inh	DNMT1 block	Tb MetRS inh
CN(C)C(=O)N1CCCC(C(=O)NCc2ccccc2)C1 (centres undefined)	13.9	i	-3.6	-3.7	-14.4	8.3	-2.7	-0.7	0.0	-0.8
CNC(=O)OCCSCCS(=O)(=O)c1ccc(Cl)cc1	-2.3	i	-1.8	-5.1	-10.0	0.2	2.9	-0.9	4.0	0.9
Cc1ccc(Cn2cc(SCC(N)=O)c3ccccc32)cc1	-3.4	i	-0.7	-9.2	-4.7	-6.0	4.4	-1.1	-5.8	0.9
COC(=O)C1=C(C)N(C)C(=O)NC1c1ccc(O)c(Cl)c1 (centres undefined)	-10.9	i	-0.6	-6.1	1.4	2.3	1.6	-1.3	-15.8	-0.1
COc1ccc(CCC(=O)N2CCN(S(=O)(=O)c3ccc(C)cc3)CC2)cc1	18.1	i	-3.6	3.6	4.0	1.1	3.5	-0.4	0.8	0.0
CCN(CC)CCNC(=O)c1ccc(NC(=O)c2c(F)cccc2Cl)cc1	-10.6	i	-1.3	1.8	-2.5	-0.7	-0.2	1.3	0.4	-0.4
OCc1ccc(-c2cccc3nccn23)cc1	5.6	/	-0.8	/	14.8	4.6	-9.1	1.3	1.4	0.1
O=C(C1CCCN(S(=O)(=O)c2ccc(Br)cc2)C1)N1CCOCC1 (centres undefined)	7.8	i	2.7	-4.8	-6.8	-1.2	-0.4	-0.3	0.4	-0.5
CN(c1ccccc1C(=O)NCc1ccccn1)S(C)(=O)=O	-8.3	i	1.0	-0.3	21.1	-3.1	1.9	-0.2	-2.9	0.3
CN(CCOc1ccc(Cl)cc1)C(=O)c1cccc(S(=O)(=O)N2CCN(Cc3ccccc3)CC2)c1	8.7	i	0.5	-3.3	6.6	3.7	10.2	4.0	-10.2	-0.2
CC(=O)c1cccc(NC(=O)c2ccc3c(c2)OCO3)c1	12.0	i	-0.2	-10.2	-0.8	0.3	-1.4	0.3	0.2	1.2
CCc1ccc(CN2CCN(C(=O)c3cccc(OC)c3OC)CC2)cc1	2.7	i	1.4	23.1	14.6	0.3	1.0	-0.6	-0.4	0.1
Cc1ccc(OCC(=O)Nc2ccc(S(=O)(=O)Nc3cc(C)nc(C)n3)cc2)c(C)c1	0.1	i	-2.4	-6.9	3.3	7.4	14.2	-0.2	0.1	-0.4
Cc1ccc2c(c1)-c1c(cnn1CC(=O)NC(C)CCc1ccco1)CO2 (centres undefined)	-33.1	i	2.7	-4.8	5.9	16.0	-0.2	0.7	-6.8	0.2
COc1ccc(NC2=CC(=O)CC(C)(C)C2)cc1OC	-5.2	i	1.0	9.8	-0.6	0.5	-1.4	0.1	-1.1	-0.5
CCOC(=O)C1=C(c2ccccc2)NC(SCC(=O)Nc2cccc(C)c2)=C(C#N)C1c1ccco1 (centres undefined)	-4.6	i	-0.2	-6.5	-6.9	0.7	0.8	4.7	-7.1	-0.2
O=C1CSc2ccc(S(=O)(=O)N3CCN(c4ccccc4F)CC3)cc2N1	8.7	i	0.3	-6.8	16.2	7.6	0.3	1.5	-5.2	-0.5
CC(C)Nc1ncnc2c1ncn2[C@H]1CN(CCN2CCOCC2)C[C@@H](CO)O1	-1.3	i	-1.5	/	0.6	0.2	-1.1	-0.4	0.3	-0.5
CN(C(=O)COC(=O)c1ccc2c(=O)n3c(nc2c1)CCC3)c1ccccc1	-20.0	i	-3.1	-10.4	-8.1	-4.0	-4.6	-0.1	-2.5	-0.1
CN(CC(=O)Nc1ccc(F)c(F)c1F)c1ncnc2sccc12	20.9	i	-1.8	-6.7	-3.8	-6.5	2.6	-1.0	1.5	0.0
Cc1cccc(NC(=O)CNC(=O)CSc2ncccn2)c1C	-17.7	i	-3.9	-4.7	15.7	-1.7	22.9	-0.3	2.9	-0.1
COc1ccccc1N1CCN(C(=O)c2cc3ccccc3[nH]2)CC1	-6.3	i	-2.8	-3.7	16.9	-4.6	1.1	-1.9	-4.3	-0.8
COc1ccc(OC)c(-c2cc(C(=O)Nc3sc4c(c3C#N)CCC(C)C4)c3ccccc3n2)c1 (centres undefined)	5.6	i	1.9	12.1	-6.7	14.9	-0.6	1.4	-7.3	-1.1
CCn1c(CCC(=O)Nc2ccccc2F)nnc1SCC(=O)Nc1ccc(OC)cc1	-1.7	i	-3.1	2.4	8.3	0.6	-2.7	1.0	0.2	0.0
CC(C)C[C@H]1CN([C@@H](Cc2ccc(O)cc2)CN2CCC[C@@H]2CN2C(=S)NC[C@@H]2Cc2ccccc2)C(=S)N1CC1CCCCCC1	15.5	i	3.9	/	1.8	19.8	-0.9	2.9	-15.9	-0.4
O=C(COC(=O)COc1ccc(Cl)cc1)Nc1cccnc1Cl	0.0	i	-3.0	/	12.1	2.6	1.0	-0.9	6.8	-0.3
COc1ccc(NC(=O)CN(C)C(=O)c2cccc(S(=O)(=O)N3CCN(c4ccc(F)cc4)CC3)c2)cc1	9.0	i	-1.7	-5.7	-9.9	1.6	4.4	0.6	-3.9	0.0
OCCCNC(=S)Nc1ccc(Oc2ccccc2)cc1	0.8	i	-0.9	-6.5	-2.2	8.9	-1.4	-2.5	-4.7	0.6
CC(Cc1c[nH]c2ccccc12)NC(=O)C1CCCNC1=O (centres undefined)	13.0	i	-1.0	-5.9	-0.5	1.4	-8.8	-1.5	0.0	-0.3
Cc1ccc(C(=O)N(CC#N)CC#N)cc1C	3.7	i	3.5	-6.9	1.2	-8.8	2.4	-0.3	-0.1	-0.7
N/C(=N\NC(=O)c1cccs1)c1cc2ccccc2oc1=O	13.4	i	-1.1	2.4	7.0	9.3	-17.6	1.5	-0.7	-0.9
CC1CN(C(=O)c2cccc(S(=O)(=O)N3CCN(c4ccc(F)cc4)CC3)c2)CC(C)O1 (centres undefined)	-1.6	i	4.2	-4.8	-8.5	2.3	2.7	-0.2	-0.5	0.3
O=C1CCc2cc(S(=O)(=O)NCCC(=O)NC3CCCCC3)ccc2N1	5.5	i	2.0	-9.1	7.2	-6.2	6.3	-2.0	0.8	-0.2
COc1ccc(S(=O)(=O)N[C@@H](Cc2ccc(Cl)cc2)C(=O)N2CC[C@@]3(O)CCCC[C@H]3C2)cc1	-5.3	i	0.2	2.6	-4.0	-2.4	-1.4	0.0	0.7	-1.0
Cc1ccc(S(=O)(=O)c2cn(Cc3ccc(F)cc3)c3cc4c(cc3c2=O)OCO4)cc1	0.7	i	-0.2	-0.8	2.1	7.9	3.9	0.4	-9.4	-0.8
O=C(NNC(=O)c1ccncc1)Nc1ccc(N=Nc2ccccc2)cc1	19.3	i	-0.1	-7.6	-4.6	3.3	-30.1	0.3	6.8	-0.3
Cc1cc(C)nc(SC2CCOC2=O)n1 (centres undefined)	-0.7	i	-0.8	0.5	-6.8	-0.8	8.5	3.2	5.1	0.7
O=C(Cn1cc(COc2ccc(-n3cccc3)cc2)nn1)NS(=O)(=O)c1ccccc1C(F)(F)F	-4.7	i	2.4	/	-7.7	3.7	11.4	-1.3	2.3	-0.1
Cc1[nH]c(-c2ccc3c(c2)OCO3)nc1C(=O)O	5.8	i	-0.9	-3.0	-2.4	-3.7	-0.2	0.6	0.6	-2.9
CC(C)CC1C(=O)N(Cc2cn(CCC3OCCCO3)nn2)CCS(=O)(=O)N1Cc1ccc(-c2ccc(F)cc2)cc1 (centres undefined)	-20.1	i	-1.8	/	-16.5	-10.4	-3.7	-1.2	12.8	-2.8
CC(=O)c1cc(C#N)c(Oc2ccccc2)nc1C	-4.4	i	3.3	3.6	10.7	3.7	2.1	-0.2	1.2	-0.8
O=C(NNc1ccccc1)NC(Cc1ccccc1)C(=O)O (centres undefined)	-1.5	i	4.1	-4.7	12.5	-0.3	-3.7	-1.5	-5.8	-0.3
COc1ccc2[nH]c3c(c2c1)CCN1C(=O)C(CC(=O)NCc2ccc(OC)c(OC)c2)C[C@H](C(=O)N(C(C)C)C(C)C)[C@@]31C (some centres undefined)	1.0	i	1.2	1.0	4.4	-0.9	0.7	-1.8	-1.1	0.3
CCCCCc1c2c(cc(O)c1C(=O)O)OC(=O)c1c(cc(OC)cc1C(=O)CCCC)O2	-93.0	i	0.8	-21.4	-2.8	1.3	1.9	5.7	-12.0	-0.8
Cc1c(NC(=O)c2ccc(-c3cccc([N+](=O)[O-])c3)o2)c(=O)n(-c2ccccc2)n1C	5.1	i	0.7	-6.0	7.6	4.9	-18.2	-0.1	1.6	0.1
COc1ccc(CC(=O)Nc2cc(C)c3c(=O)oc4ccccc4c3n2)cc1	-14.1	i	-0.9	-6.6	0.4	-3.2	-9.8	0.0	-1.8	-0.5
COc1ccccc1CNC(=O)C1(c2ccc(Cl)cc2)CC1	-0.8	i	-2.1	-3.2	10.0	6.5	0.5	-0.9	8.6	-0.6
CC(=O)Oc1ccc2nc(-c3cccs3)oc(=O)c2c1	-3.5	i	-0.3	0.5	-18.5	-4.4	7.5	0.3	-0.8	-0.9

Another view of 5 compounds above:
Each structure is followed by: NRP1-CendR mod, Neddyl block, STEP inh, Scp1 inh, SKN-1 block, NadD block, SUMO1 PPI mod, LMPTP inh, DNMT1 block, Tb MetRS inh
> COc1ccc(CC(=O)Nc2cc(C)c3c(=O)oc4ccccc4c3n2)cc1
    -14.1, i, -0.9, -6.6, 0.4, -3.2, -9.8, 0.0, -1.8, -0.5
> Cc1ccc(S(=O)(=O)c2cn(Cc3ccc(F)cc3)c3cc4c(cc3c2=O)OCO4)cc1
    0.7, i, -0.2, -0.8, 2.1, 7.9, 3.9, 0.4, -9.4, -0.8
> CC(=O)c1cc(C#N)c(Oc2ccccc2)nc1C
    -4.4, i, 3.3, 3.6, 10.7, 3.7, 2.1, -0.2, 1.2, -0.8
> COc1ccccc1CNC(=O)C1(c2ccc(Cl)cc2)CC1
    -0.8, i, -2.1, -3.2, 10.0, 6.5, 0.5, -0.9, 8.6, -0.6
> O=C(NNC(=O)c1ccncc1)Nc1ccc(N=Nc2ccccc2)cc1
    19.3, i, -0.1, -7.6, -4.6, 3.3, -30.1, 0.3, 6.8, -0.3
